From PubChem
Rin1 Abl inh – blocks binding of human Rin1 to Abl; 360,000 compounds, 0.4% hits; inhibition, % at 7.35 µM; TR-FRET Rin1/Abl binding, biochemical; in the data active = inhibition above about 5%, passing the limit was not always enough
PABP1 MLLE inh – inhibitors of microRNA-mediated deadenylation, human PABP1 MLLE binding. P11940. GST-MLLE / FITC-PAM2 fluorescence polarization. inhibition, % at 20 µM. 360,000 compounds, 0.36% hits. AID 588489; in the data active = inhibition above about 35%, passing the limit was not always enough;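 note: plate controls were DMSO wells with GST-MLLE for no effect and wells lacking GST-MLLE protein for full effect; some results filed as inactive read as strong as hits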
Target sequence (P11940 whole entry, looked up): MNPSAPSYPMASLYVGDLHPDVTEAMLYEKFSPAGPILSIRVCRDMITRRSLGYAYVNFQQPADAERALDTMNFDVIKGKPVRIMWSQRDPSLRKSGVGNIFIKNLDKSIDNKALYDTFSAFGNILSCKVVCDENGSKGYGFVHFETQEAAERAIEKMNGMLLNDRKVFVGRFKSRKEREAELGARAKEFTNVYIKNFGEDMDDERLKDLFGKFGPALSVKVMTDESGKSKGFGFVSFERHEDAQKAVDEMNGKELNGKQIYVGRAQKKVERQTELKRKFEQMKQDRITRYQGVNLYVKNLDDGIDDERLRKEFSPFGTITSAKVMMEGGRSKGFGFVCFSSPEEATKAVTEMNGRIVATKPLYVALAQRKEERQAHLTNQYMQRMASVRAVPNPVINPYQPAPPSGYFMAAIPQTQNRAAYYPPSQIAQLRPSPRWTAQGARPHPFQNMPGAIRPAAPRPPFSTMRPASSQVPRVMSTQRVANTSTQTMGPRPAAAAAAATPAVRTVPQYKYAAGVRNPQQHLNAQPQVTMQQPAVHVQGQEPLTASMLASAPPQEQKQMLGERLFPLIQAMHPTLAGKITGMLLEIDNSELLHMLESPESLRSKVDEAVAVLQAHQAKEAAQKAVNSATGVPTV
CSN inh – inhibitors of human CSN-mediated cullin deneddylation | inhibition, % at 12.5 µM | AID 651999 | 360,000 compounds, 0.38% hits | Purified CSN, SCF-Nedd8-OG deneddylation, fluorescence polarization | Q92905;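 active = pattern-corrected inhibition above about 35%, with an unprinted fluorescence ratio check between 0.5 and 1.5, limit read from the data, passing the limit was not always enough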;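 note: 0% = enzyme with substrate and 100% = substrate without enzyme; some results filed as inactive read as strong as hits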
Target sequence (Q92905 whole entry, looked up, one chain of several): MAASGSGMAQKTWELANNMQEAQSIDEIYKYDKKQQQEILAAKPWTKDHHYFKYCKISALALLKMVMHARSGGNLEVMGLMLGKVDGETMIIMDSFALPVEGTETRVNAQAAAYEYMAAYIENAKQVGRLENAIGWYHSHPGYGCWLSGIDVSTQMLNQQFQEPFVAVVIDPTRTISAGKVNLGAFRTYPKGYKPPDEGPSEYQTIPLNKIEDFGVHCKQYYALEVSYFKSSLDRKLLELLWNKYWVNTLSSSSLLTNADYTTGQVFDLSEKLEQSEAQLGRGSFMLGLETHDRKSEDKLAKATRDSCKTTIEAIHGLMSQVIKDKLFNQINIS
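Material: human Csn5 produced in HEK293T cells; Input: enzyme 0.24 nM; Reagent: SCFSkp2-Nedd8OG substrate at 10 nM final; Dosing: 12.5 µM compound; Incubation: 90 min reaction at room temperature; Detection: fluorescence polarization of the substrate; Evaluation: % inhibition of substrate cleavage by Csn5; Control set: substrate-only high control, full reaction low control.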
MsrA inhibitor – bovine MsrA inhibition; purified bovine MsrA, absorbance read-out; inhibition, % at 15.5 µM; 360,000 compounds, 0.75% hits; AID 651718; in the data active = inhibition above about 4.5%;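 note: 0% = vehicle wells with enzyme and 100% = reference inhibitor wells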
MT1-MMP act inh – blocks activation of human MT1-MMP; HT1080 RFP-PRO-GFP cells, GFP/RFP ratio fluorescence, overnight; percent of plate control window, DMSO zero; GFP/RFP ratio change, % at 20 µM; 360,000 compounds, 0.061% hits; AID 651647;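 active = GFP/RFP ratio change of at least 30% with cell ATP level not reduced by more than half and red fluorescence within 50% of control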; note: strong numbers were not always called active
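Test system: HT1080 cells expressing an RFP-PRO-GFP fluorescent reporter construct / Compound dosing: single-point 20 µM compound, 1% DMSO / Schedule: cells overnight before dosing, compound overnight, 37 °C, 5% CO2 / Evaluation: GFP/RFP fluorescence ratio / Control set: DMSO and RFP-L50D-GFP cell wells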
MsrA act – activators of bovine methionine sulfoxide reductase A. purified bovine MsrA, absorbance read-out. activation, % at 10.6 µM. 360,000 compounds, 0.3% hits. AID 602163; in the data active = activation above about 7.5%;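 note: 0% = vehicle and 100% = reference activator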
FAS-TE inh – FAS thioesterase (human) inhibition. P49327. recombinant FAS-TE, OMFH fluorogenic substrate, fluorescence endpoint. inhibition, % at 15 µM. 360,000 compounds, 0.67% hits. AID 602261;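 active = compounds whose normalised, plate-corrected inhibition of enzyme fluorescence in the single-dose primary screen is 50% or more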;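 note: 0% = DMSO with enzyme and 100% = substrate without enzyme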
Rpn11 inh – Rpn11 (human) deubiquitinase inhibition; calls only at 20 µM; 360,000 compounds, 0.59% hits; O00487; human 26S proteasome, Ub4-pepOG fluorescence polarization; 20S core pre-blocked with epoxomicin;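 active = inhibition at 20 µM, scaled to each plate's controls, above about 33%, limit read from the data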
eLon inh – inhibitors of E. coli Lon protease; P0A9M0; purified E. coli Lon protease, fluorescence polarization; inhibition, % at 7.94 µM; 360,000 compounds, 0.42% hits; in the data active = inhibition above about 13%, passing the limit was not always enough;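 note: 0% = enzyme with probe and DMSO and 100% = no enzyme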
* hit, by the source's call; i = inactive; / = no result given.

SMILES	Rin1 Abl inh	PABP1 MLLE inh	CSN inh	MsrA inhibitor	MT1-MMP act inh	MsrA act	FAS-TE inh	Rpn11 inh	eLon inh
Cc1nn(C)c(C)c1S(=O)(=O)NC1CCCc2ccccc21 (centres undefined)	1.0	9.5	0.1	-1.4	0.0	-3.3	-3.0	i	-8.4
Cn1c(SCC(=O)Nc2cc(C(C)(C)C)nn2-c2ccccc2)nc2ccccc21	-2.6	-5.2	-5.3	0.3	-2.8	-2.8	24.4	i	5.7
CCN1/C(=C2\C(=O)N(C)C(=S)N2C)C=Cc2cc(C)ccc21	-10.8	32.3	-6.3	0.2	-0.3	-1.8	-0.8	i	-0.1
CCSc1ncccc1C(=O)N[C@@H](CCSC)C(=O)OC	-1.7	4.1	3.0	-2.1	-0.3	-1.8	-3.9	i	3.8
CC1(C)Cc2ccccc2C(NNC(=O)c2ccncc2)=N1	-2.6	-0.1	4.7	2.4	-6.3	-4.5	-8.3	i	4.0
COc1ccc(-c2nc3ccc(C)cn3c2NCc2ccccc2)cc1SC1CCCCC1	-0.9	-16.6	12.6	/	1.5	-0.3	16.9	i	16.9
O=C(OCC#CCSc1nnc(-c2ccccc2)o1)c1cccs1	-3.1	-37.9	-3.3	-0.5	2.4	-9.1	14.4	i	-4.3
CCCS(=O)(=O)NC(=O)C1(C)CCCN(C(=O)c2cc(C)n(C(C)(C)C)n2)C1 (centres undefined)	0.0	5.8	-1.9	-1.6	-2.0	-0.1	-7.8	i	-5.9
CS(=O)(=O)Nc1ccccc1C(=O)Nc1ccccc1C(=O)N1CCCC1	-0.8	14.5	-3.4	0.0	-1.2	-3.3	-6.6	i	-1.9
COc1c2occc2c(OC)c2c(=O)cc(C(F)(F)C(F)(F)F)oc12	-0.3	-1.7	-4.8	-0.1	1.8	-0.8	-3.5	i	-6.0
Cc1ccc(C(=O)Nc2ccccc2N2CCN(C(=O)C(C)C)CC2)cc1	-3.6	-3.6	-3.2	0.1	2.3	-2.8	6.0	i	-4.1
CCc1ccc(NC(=O)C2CCCN(S(=O)(=O)c3cccnc3)C2)cc1 (centres undefined)	1.4	-7.8	-5.4	1.1	1.7	1.2	-1.5	i	-3.0
O=C(Nc1cccnc1Cl)c1cc(-c2ccco2)on1	-1.1	-5.1	0.7	-1.0	0.1	-5.0	-2.2	i	-9.8
COCC(C)N=Cc1c(O)[nH]c2ccccc12 (centres undefined)	-1.3	-9.2	1.1	2.8	0.8	-4.1	-7.7	i	-3.5
COCCN1Cc2cccc(C(=O)N3CCN(c4cc(C)ccc4C)CC3)c2C1=O	1.2	2.8	-2.5	1.4	-8.1	0.4	-5.2	i	-4.9
CCOc1ccc(NC(=O)CSc2nnc(NC(=O)C3CC3)s2)cc1	1.4	-8.3	-3.7	0.4	4.0	-2.1	-2.6	i	2.1
CC(=O)N1CCc2cc(S(=O)(=O)CCC(=O)NCCc3ccccc3)ccc21	1.4	-9.7	-0.7	-1.4	3.7	-1.1	-7.9	i	0.7
COc1ccc(-c2cc(C(F)(F)F)n3nc(C(=O)N(C)Cc4ccccc4)cc3n2)cc1OC	-3.0	-7.0	3.1	0.0	-0.4	-1.0	27.4	i	-8.5
O=C(CN1C(=O)NC2(CCCC2)C1=O)Nc1nc2ccccc2[nH]1	-3.1	-0.5	1.9	0.7	2.4	1.2	-5.2	i	-15.9
CC(Oc1ccc(F)cc1)C(=O)Nc1cc(S(=O)(=O)N2CCOCC2)ccc1N1CCCC1 (centres undefined)	-1.5	-1.8	2.2	-1.9	-0.6	-8.7	1.3	i	10.8
O=C(Cc1cccc2ccccc12)NNC(=O)c1ccc(Br)o1	2.1	10.4	5.6	-0.5	1.5	-1.2	1.8	i	-0.5
COC(=O)C[C@H]1c2cc(C(F)(F)F)ccc2S(=O)(=O)N1C1CCCCC1	-0.1	1.4	-0.2	-0.6	1.0	-2.4	1.0	i	-1.2
O=C(NCCc1cccs1)c1ccc(CS(=O)Cc2ccc(Cl)cc2)o1 (centres undefined)	-4.9	-3.0	0.3	0.7	2.9	-1.6	2.3	i	-0.1
Cc1ccc(NC(=O)NCC2CCN(Cc3cccc(Cl)c3)CC2)cc1Cl	-6.8	-0.2	-1.1	0.8	2.3	-4.9	11.8	i	-1.3
COc1ccc(N2C(=O)CC(N3CCN(C(=O)c4ccco4)CC3)C2=O)cc1 (centres undefined)	-2.5	2.9	0.7	1.0	-2.4	-9.9	-11.1	i	-2.1
CCN(CCO)C(=O)c1ccc2oc(Cc3ccc(Cl)cc3)nc2c1	0.8	15.5	2.7	0.9	-0.4	-4.3	-7.9	i	-3.8
O=C(CSc1cccc[n+]1[O-])Nc1cc([N+](=O)[O-])ccc1Cl	1.4	-7.0	4.5	0.5	-1.7	3.9	-0.3	i	1.6
O=[N+]([O-])c1cc([N+](=O)[O-])c2n[nH]c(-c3ccccc3)c2c1	5.3	1.3	3.9	5.2*	2.7	-1.8	-3.4	i	-7.5
COc1cc(/C=C2\CCCc3c2nc2ccccc2c3C(=O)O)cc([N+](=O)[O-])c1O	2.9	20.2	12.1	4.2	9.9	-3.4	-4.0	i	5.6
CCCCN(C(=O)C1CC(=O)N(Cc2ccc(C)cc2)C1)c1c(N)n(CCCC)c(=O)[nH]c1=O (centres undefined)	0.8	7.3	-3.6	-0.3	-0.2	-0.7	-4.9	i	-9.8
COCCNC(=O)CSc1nc2nn(-c3ccccc3)c(=O)c-2c2n1CCCCC2	4.3	-0.8	114.0	2.5	-1.9	-1.8	-2.8	i	5.0
CC(=O)Nc1ccc2c(c1)NC(=O)CC2	-0.6	6.7	-1.1	2.1	-2.6	-3.8	-7.2	i	-1.7
CC(=O)N1CCN(C(=O)c2ccc(Cl)c(S(=O)(=O)N3CCCCCC3)c2)CC1	-0.5	2.6	6.8	-0.5	-2.7	-2.4	-5.4	i	4.1
COc1ccc(Cn2c(O)c(C=Nc3ccccc3)c3ccccc3c2=O)cc1	-4.0	-4.9	-12.2	0.9	-5.1	-1.5	29.7	i	-5.4
COc1cc2c(cc1OC)-c1nnc(C)n1C1(CCCC1)C2	-3.7	3.0	5.9	0.9	1.7	0.3	-3.8	i	1.7
Cc1ccc(S(=O)(=O)N2CCN(C(=O)c3ccccc3OCc3c(C)noc3C)CC2)cc1C	4.7	-21.7	-1.4	1.0	-5.0	2.0	-1.7	i	15.8
CSCCNC(=O)C1(C)CCN1C(=O)c1cc(C)n(C)n1 (centres undefined)	-2.7	13.4	-3.5	0.0	4.7	-0.9	-9.7	i	0.8
COc1ccc(NC(=O)CC2Oc3ccccc3NC2=O)cc1 (centres undefined)	1.4	-7.5	-4.4	-0.8	-2.4	-0.5	-0.8	i	-2.0
Cc1ccc(C(C)(C)C)cc1S(=O)(=O)Nc1ncnc2sccc12	0.3	-4.2	-5.4	0.6	-5.0	-1.5	-5.5	i	2.6
O=C(NCc1ccco1)C1CC(c2ccccc2C(F)(F)F)=NO1 (centres undefined)	5.2	3.2	-3.3	-0.1	-3.2	0.7	-6.2	i	-3.4
COc1ccc(OC)c(Nc2nc(NCCO)c3ccccc3n2)c1	2.9	-9.9	-6.0	-0.1	5.2	-2.5	-0.5	i	-5.6
CC(=O)c1ccccc1OC(=O)c1ccco1	1.1	5.7	3.1	0.7	0.2	-9.2	-6.0	i	2.8
Cc1cccc(-n2cnc(C(=O)NC3CCCCCC3)c2)n1	0.8	1.3	3.6	0.5	5.8	-5.2	-6.7	i	5.8
O=c1c2ccccc2c(-c2ccc(Br)cc2)nn1Cc1ccccc1	0.1	7.6	3.0	-0.1	-6.5	-0.6	22.5	i	1.9
CC1=C(SCCC#N)S/C(=C2\SC(C)=C(SCCC#N)S2)S1	4.0	26.4	5.7	-0.3	1.1	-2.6	10.9	i	-10.2

Part of the list above in order of heavy-atom count, highest first:
SMILES	Rin1 Abl inh	PABP1 MLLE inh	CSN inh	MsrA inhibitor	MT1-MMP act inh	MsrA act	FAS-TE inh	Rpn11 inh	eLon inh
COc1ccc(Cn2c(O)c(C=Nc3ccccc3)c3ccccc3c2=O)cc1	-4.0	-4.9	-12.2	0.9	-5.1	-1.5	29.7	i	-5.4
Cc1cccc(-n2cnc(C(=O)NC3CCCCCC3)c2)n1	0.8	1.3	3.6	0.5	5.8	-5.2	-6.7	i	5.8
CSCCNC(=O)C1(C)CCN1C(=O)c1cc(C)n(C)n1 (centres undefined)	-2.7	13.4	-3.5	0.0	4.7	-0.9	-9.7	i	0.8

More results
SMILES	Rin1 Abl inh	PABP1 MLLE inh	CSN inh	MsrA inhibitor	MT1-MMP act inh	MsrA act	FAS-TE inh	Rpn11 inh	eLon inh
CSc1nc(O)c(Cc2ccccc2)c(=O)[nH]1	8.0	-1.4	3.7	-1.2	-4.1	-0.4	-8.1	i	-5.0
C[C@@H]1CN([C@H](C)CO)S(=O)(=O)c2ccc(C#C[C@@H](C)O)cc2O[C@@H]1CN(C)Cc1ccc(-c2ccccc2)cc1	36.5*	-6.9	-0.8	0.1	-12.5	-6.7	30.6	i	-2.4
Cc1ccccc1C(=O)N[C@H](C(=O)OCC(=O)c1ccc[nH]1)C(C)C	-2.9	-6.4	2.5	-1.6	2.9	-1.6	-4.7	i	-4.1
COc1ccc(S(=O)(=O)N2CCCC2C(=O)Nc2ccc(C)cc2)cc1 (centres undefined)	-1.5	4.6	-0.9	-1.0	0.9	-6.1	-1.2	i	1.6
CCCCn1c(NCc2ccccc2NS(=O)(=O)c2ccc(C)cc2)nc2ccccc21	0.5	14.4	-3.9	-0.3	-3.5	-10.8	32.6	i	4.5
C=CCN(c1ccccc1)S(=O)(=O)c1cccc(C(=O)NC2CCC(O)CC2)c1 (centres undefined)	-0.6	-52.4	-3.2	-0.5	-2.4	-7.2	3.3	i	-1.8
COc1ccc(-c2ccc(SCC(=O)c3cccs3)nn2)cc1	-0.3	2.7	-4.9	0.0	1.5	-14.9	10.8	i	-8.2
COc1ccc(C)cc1NC(=O)C(=O)N/N=C(\C)CC(=O)Nc1cccnc1	0.0	-18.0	-17.7	1.4	2.2	-2.4	14.3	i	6.2
CC(=O)Nc1cccc(-c2cn3ccccc3n2)c1	3.7	-2.0	-4.2	1.9	5.1	-12.7	-14.7	i	-5.9
Cn1c(SCc2ccccc2)nc(N)c(N=O)c1=O	-6.0	10.2	-1.2	1.9	5.0	-1.8	5.5	i	2.2
O=C(c1ccco1)n1nc(-c2ccc(Cl)cc2)nc1NCc1ccco1	0.8	8.7	-0.7	1.7	4.1	-0.1	5.6	i	2.7
O=C1OCCN1/N=C/c1ccc([N+](=O)[O-])o1	-1.2	10.0	-1.9	2.2	2.8	4.1	-5.6	i	-3.2
CCn1cc(C(=O)Nc2ccc(NC(=O)c3ccco3)cc2)c(=O)c2ccc(C)nc21	-2.3	6.2	4.7	-0.6	13.3	-5.9	-11.4	i	-6.7
O=C(Nc1ncccc1O)c1ccc(Cl)c(S(=O)(=O)N2CCCCC2)c1	-3.0	7.5	0.3	1.5	4.9	-0.5	-9.1	i	3.0
COc1ccc(Cl)cc1NC(=O)CN(C)C(=O)CNC(=O)C12CC3CC(CC(C3)C1)C2	-0.6	4.2	-0.2	1.4	10.8	-0.7	0.2	i	-6.6
CN(C)/C=N/c1ncc(C(=O)c2ccccc2)s1	-9.4	-9.4	-2.9	5.6*	3.9	-5.7	-9.0	i	-1.1
